HIF activator = HIF pathway transcriptional activators, primary screen, cell-based, U2OS HRE-luciferase, luminescence. 0.32% of 300,000 active. U2OS HRE-luciferase reporter; normalized: DMSO 0%, desferrioxamine 100%. activation, % at 7.5 µM (by protocol);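 active = mean activation of at least 10% of the iron chelator positive control signal, with at least half of replicates also reaching 10%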
Platelet DG rel = inhibitors of platelet dense granule secretion, primary screen, cell-based, MLPCN, human platelets | AID 1663, 2009 | inhibition, %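 (compounds screened at 7.5 µM in platelet-rich plasma)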 | 0.22% of 300,000 active | human platelet-rich plasma, SFLLRN dense granule ATP release, luminescence;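 active = mean replicate score, as percent of positive control, at or above 50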
TRPC6 act = mouse TRPC6 channel activators, primary screen, cell-based, HEK293, membrane potential dye; Short transient receptor potential channel 6 (Mus musculus), Q61143; HEK293-TRPC6 membrane potential dye fluorescence; hits give high values; B-score at 10 µM; 0.13% of 310,000 active;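 active = B-score of the integrated fluorescence ratio above library mean plus 3 SD, and starting fluorescence ratio within library mean plus 5 SD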;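 also: higher score means more depolarization so channel activation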
SKKanGAS inh = S. pyogenes SKKanGAS growth inhibitors in kanamycin, primary screen, streptokinase expression inhibitor project, SKKanGAS strain, BacTiter-Glo luminescence; inhibition, % at 7.5 µM; 1.3% of 300,000 active; 6 h;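 active = mean replicate score, as percent of positive control median, at least 50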;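 also: strain carries kanamycin resistance gene driven by streptokinase promoter and grows in 40 µg/ml kanamycin; loss of luminescence reflects streptokinase promoter inhibition or plain growth inhibition; 0% = median of DMSO wells and 100% = positive control at its reference dose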
RGS4 inh = RGS4 inhibitors, primary screen, cell-based, HEK293 M3R inducible RGS4, calcium flux | Fluo-4 calcium flux; hits give high values; triggered by carbachol at its EC20 | 0.45% of 310,000 active | Regulator of G-protein signaling 4 (Homo sapiens), P49798 | B-score at 10 µM;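 active = B-score, a plate-corrected calcium signal, over three deviations above library mean, with baseline fluorescence within five deviations of library mean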;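 also: RGS4 expression induced by doxycycline in cells with stable M3 receptor; B-score is computed from the integrated fluorescence ratio over baseline after carbachol; higher B-score means a larger calcium signal and so more RGS4 inhibition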
Target sequence (P49798 whole entry, looked up): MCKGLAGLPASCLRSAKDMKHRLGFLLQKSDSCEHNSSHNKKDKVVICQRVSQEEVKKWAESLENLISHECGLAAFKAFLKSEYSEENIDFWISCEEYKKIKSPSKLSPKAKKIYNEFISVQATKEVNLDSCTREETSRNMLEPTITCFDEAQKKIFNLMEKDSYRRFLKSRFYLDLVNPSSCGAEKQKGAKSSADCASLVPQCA
RGS4 pot = RGS4 potentiators or activators, primary screen, cell-based, HEK293 M3R inducible RGS4, calcium flux | carbachol calcium flux Fluo4; hits give low values | B-score at 10 µM | 0.92% of 310,000 active;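 active = B-score of the integrated calcium signal more than 4 SD below the library mean, with starting fluorescence not abnormally high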;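 also: negative B-score means reduced calcium response which marks RGS4 activation or potentiation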
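test system = M3R-expressing HEK293 line, RGS4 induced by doxycycline | probe or stimulus = carbachol at ECmax as muscarinic agonist stimulus | timing = dye loading 30 min 37 °C, buffer rest 30 min RT | signal = calcium dye Fluo4 fluorescence | evaluation = B score from integrated fluorescence ratio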
MrgX1 antag = antagonists of human MrgX1 receptor, primary screen, HEK293 cells, Fluo-4 calcium flux. BAM8-22 antagonism; hits give low values. AID 588676, 2011. Mas-related G-protein coupled receptor member X1 (Homo sapiens), Q96LB2. 1.3% of 310,000 active. B-score at 10 µM;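 active = calcium-response B-score plate-corrected more than 3 library SD below zero, starting fluorescence within 5 deviations, no agonist response on first addition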;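 also: peak minus trough fluorescence over baseline after final BAM8-22 challenge near maximal dose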
Target sequence (Q96LB2 whole entry, looked up): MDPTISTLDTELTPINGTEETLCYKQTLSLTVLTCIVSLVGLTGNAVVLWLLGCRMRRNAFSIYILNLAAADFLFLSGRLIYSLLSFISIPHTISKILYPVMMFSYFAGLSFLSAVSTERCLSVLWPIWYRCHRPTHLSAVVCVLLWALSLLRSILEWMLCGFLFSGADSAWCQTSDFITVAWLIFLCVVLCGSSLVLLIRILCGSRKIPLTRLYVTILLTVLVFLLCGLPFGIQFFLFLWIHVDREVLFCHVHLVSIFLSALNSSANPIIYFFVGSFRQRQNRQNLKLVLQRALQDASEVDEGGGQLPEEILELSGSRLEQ
TRPC6 inh = mouse TRPC6 channel inhibitors, primary screen, cell-based, HEK293, membrane potential dye; Short transient receptor potential channel 6 (Mus musculus), Q61143; ACh-evoked depolarization; hits give low values; B-score at 10 µM; 1.1% of 310,000 active;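 active = B-score under library mean minus 3 SD, initial fluorescence not abnormally high, positive integrated signal ratio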;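 also: B-score derived from integrated fluorescence ratio over the kinetic read; more negative B-score means stronger inhibition of depolarization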
MrgX1 PAM = positive allosteric modulators of MrgX1, primary screen, HEK293 cells, Fluo-4 calcium flux; Mas-related G-protein coupled receptor member X1 (Homo sapiens), Q96LB2; FDSS; hits give high values; B-score at 10 µM; 0.63% of 310,000 active; AID 588675, 2011;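 active = plate-corrected calcium response at least 3 library SD above typical, normal starting fluorescence, not activating the receptor alone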;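 also: compound read alongside a low EC10 to EC30 dose of BAM8-22 agonist; peak minus trough fluorescence over baseline measured at the second addition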
TRPC4 inh = inhibitors of mouse TRPC4 channel, primary screen, Fluo4 calcium, HEK293 TRPC4beta/mu-opioid cells; DAMGO-evoked Fluo4 calcium flux; hits give low values; B-score at 10 µM; 0.39% of 300,000 active; AID 2247, 2010;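 active = B-score over 3 SD under the library average, no early fluorescence shift, positive overall ratio signal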
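Test system – stable TRPC4beta/mu-opioid receptor HEK293 cells · Probe or stimulus – DAMGO, a submaximal dose followed by a maximal one · Dosing – one concentration per compound · Signal – Fluo4 calcium fluorescence by kinetic imaging, 5 s 1 Hz baseline · Evaluation – per-well B score of integrated baseline-normalized Fluo4 ratio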
MrgX1 ag = agonists of human MrgX1 receptor, primary screen, HEK293 cells, Fluo-4 calcium flux | 0.44% of 310,000 active | Fluo-4 calcium fluorescence, agonist mode; hits give high values | B-score at 10 µM | Mas-related G-protein coupled receptor member X1 (Homo sapiens), Q96LB2;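 active = calcium response B-score plate-corrected fluorescence ratio at least 3 library SD, with starting fluorescence B-score inside 5 SD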
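System – MrgX1-expressing HEK293 cells · Incubation – cells plated overnight, dye loaded 0.5 h 37 °C, 0.5 h room temperature · Technique – kinetic Fluo-4 NW fluorescence of intracellular calcium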
The depositor's hits bear a star; i = inactive; / = no result given.

SMILES | HIF activator | Platelet DG rel | TRPC6 act | SKKanGAS inh | RGS4 inh | RGS4 pot | MrgX1 antag | TRPC6 inh | MrgX1 PAM | TRPC4 inh | MrgX1 ag
CCOC(=O)N1CCC(N(CCN(C)C)C(=S)Nc2ccc(F)c(Cl)c2)CC1 | -0.3 | 16 | i | 1 | i | i | i | i | i | i | i
O=C1CC(C(F)(F)C(F)(F)C(F)(F)F)=Nc2ccccc2N1 | -0.6 | -3 | i | 13 | i | i | i | i | i | i | i
CCOC(=O)C1=C(COC(=O)c2ccc(OC)c(OC)c2OC)NC(=O)NC1C (centres undefined) | -0.1 | 3 | i | -8 | i | i | i | i | i | i | i
Cc1cccc(C)c1NC(=O)CSc1nc(C)c(CC(=O)c2ccc(Br)cc2)c(C)c1C#N | -0.3 | -24 | i | 0 | i | i | i | i | i | i | i
O=C(COc1cccc2c1CCN(Cc1ccccc1F)C2=O)N1CCOCC1 | 0.1 | 5 | i | 0 | i | i | i | i | i | i | i
Cc1c(/C=N/NC(=O)c2sc3ccccc3c2Cl)cnn1C | -9.4 | 0 | i | -6 | i | i | i | i | i | i | i
CCC(=O)Nc1ccc(-c2ccc(NC(=O)CC)c(OC)c2)cc1OC | 4.6 | 0 | i | -11 | i | i | i | i | i | i | i
O=C(N/N=C\c1cccs1)c1sccc1-n1cccc1 | -2.7 | 1 | i | 4 | i | i | i | i | i | i | i

Continued; it opens with the three that closed the last part.
SMILES | HIF activator | Platelet DG rel | TRPC6 act | SKKanGAS inh | RGS4 inh | RGS4 pot | MrgX1 antag | TRPC6 inh | MrgX1 PAM | TRPC4 inh | MrgX1 ag
Cc1c(/C=N/NC(=O)c2sc3ccccc3c2Cl)cnn1C | -9.4 | 0 | i | -6 | i | i | i | i | i | i | i
CCC(=O)Nc1ccc(-c2ccc(NC(=O)CC)c(OC)c2)cc1OC | 4.6 | 0 | i | -11 | i | i | i | i | i | i | i
O=C(N/N=C\c1cccs1)c1sccc1-n1cccc1 | -2.7 | 1 | i | 4 | i | i | i | i | i | i | i
O=C(Nc1ccc(F)cc1)Nc1nnc(-c2ccco2)s1 | 3.1 | -6 | i | 0 | i | i | i | i | i | i | i
O=C(COC(=O)/C=C/c1ccccc1[N+](=O)[O-])NC1CCS(=O)(=O)C1 (centres undefined) | 0.1 | 5 | i | 0 | i | i | i | i | i | i | i
CC(Sc1nnnn1C)C(=O)Nc1ccc2c(c1)OCCO2 (centres undefined) | 0.8 | -2 | i | 1 | i | i | i | i | i | i | i
CC(C)c1c(C(=O)N/N=C/c2ccccc2C(=O)O)nnn1-c1nonc1N | 0.0 | -2 | i | 0 | i | i | i | i | i | i | i
O=C(c1ccccn1)N(Cc1ccco1)C1(C(=O)NC2CCCCC2)CCCCC1 | -0.4 | -1 | i | -8 | i | i | i | i | i | i | i
COc1ccc(OCc2cc(C(=O)N(C)CCC3CCOCC3)no2)c(Cl)c1 | 2.9 | 15 | i | -7 | i | i | i | i | i | i | i
CCCC1CCc2c(sc(NC(=O)c3cccs3)c2C(N)=O)C1 (centres undefined) | 0.8 | 4 | i | 3 | i | i | i | i | i | i | i
COc1ccc(CCNC(=O)Cn2cccc2C(=O)c2ccccc2C)cc1OC | -0.4 | 4 | i | -1 | i | i | i | i | i | i | i
CCCCN1C(N)=NC[C@@H]1c1ccccc1 | -1.9 | 1 | i | -1 | i | i | i | i | i | i | i
Cc1cccc(CN2CCc3c([nH]c4ccccc34)C2C(C)(C)C)n1 (centres undefined) | -24 | -6 | i | 0 | i | i | i | i | i | i | i
O=S(=O)(CCN1CCSCC1)c1ccccc1 | 0.1 | 2 | i | -3 | i | i | i | i | i | i | i
COc1ccccc1OCC(=O)N1CCNC1=O | -0.4 | 0 | i | 1 | i | i | i | i | i | i | i
O=C(CN1NS(=O)(=O)c2ccccc2C1=O)Nc1ccccc1OC(F)F | -0.2 | -2 | i | -9 | i | i | i | i | i | i | i
C[C@]12CC[C@@H]3c4ccc(O)cc4CC[C@H]3[C@@H]1C[C@@H](O)[C@@H]2O[C@@H]1O[C@H](C(=O)O)[C@@H](O)[C@H](O)[C@H]1O | 0.0 | 0 | i | -3 | i | i | i | i | i | i | i
C=CCOc1ccc(S(C)(=O)=O)cc1 | -3.1 | 1 | i | 2 | i | i | i | i | i | i | i
O=C(c1cc(Cl)cc(Cl)c1)N1CCC(=O)N(C(COCc2ccccc2)Cc2ccccc2)CC1 (centres undefined) | 0.1 | 2 | i | 3 | i | i | i | i | i | i | i
CC1Cc2nc(SCC(N)=O)n(Cc3ccccc3)c(=O)c2S1 (centres undefined) | -0.4 | -16 | i | -1 | i | i | i | i | i | i | i
Cc1cc(N2CCN(C)CC2)ccc1NC(=O)c1ccc(-c2ccc(Cl)cc2)o1 | -0.7 | 6 | i | -6 | i | i | i | -9* | i | i | i
Cc1cc(C)n(CC(=O)N2CCc3ccccc32)c(=O)c1C#N | 0.5 | -1 | i | 0 | i | i | i | i | i | i | i
O=C(COC(=O)c1cnccn1)NC(=O)c1ccccc1 | -0.1 | -7 | i | -2 | i | i | i | i | i | i | i
COc1ccc(C2C=C(C)Nc3nc(SC)nn32)cc1 (centres undefined) | 0.2 | -11 | i | -6 | i | i | i | i | i | i | i
Cc1cc(NC(=O)CCC(=O)N(c2cccnc2)C(C(=O)NC2CCCC2)c2ccccc2)no1 (centres undefined) | -2.4 | / | i | 1 | i | i | i | i | i | i | i
CSCC[C@H](NC(=O)Cc1c(C)c2c(cc(C)c3c(C)coc32)oc1=O)C(=O)O | 0.3 | 11 | i | 5 | i | i | i | i | i | i | i
COc1ccc(N=C2SC(CC(=O)Nc3ccccc3)C(=O)N2CCN2CCOCC2)cc1 (centres undefined) | 0.1 | 16 | i | -15 | i | i | i | i | i | i | i
N#Cc1nc(Cc2cccc3ccccc23)oc1NCc1ccco1 | 0.1 | -2 | i | -54 | i | i | i | i | i | i | i
CCOCCCNCc1ccc(OCc2ccccc2C)c(OC)c1 | 0.2 | -7 | i | -18 | i | i | i | i | i | i | i
CCOC(=O)c1sc(NC(NC(=O)c2ccco2)(C(=O)OC)C(F)(F)F)nc1C (centres undefined) | -0.3 | -1 | i | -2 | i | i | i | i | i | i | i
O=C(CNC(=O)c1ccccc1O)N/N=C/c1cc(Br)ccc1OC(=O)/C=C/c1ccco1 | 0.2 | -2 | i | -4 | i | i | i | i | i | i | i
Cc1ccc(NC(=O)N2CCCC2C(=O)NCCC2=CCCCC2)cc1 (centres undefined) | 0.0 | -2 | i | -2 | i | i | i | i | i | i | i
Cc1cc(=O)n2[nH]c(C)c(-c3ccc(Cl)cc3)c2n1 | -0.1 | 5 | i | -2 | i | i | i | i | i | i | i
C[C@H](NC(=O)[C@@H]1CSC2c3ccccc3C(=O)N21)C(=O)NCCc1ccccc1 (some centres undefined) | 1.1 | 4 | i | 1 | i | i | i | i | i | i | i
O=C(c1ccccc1)N1CCCCC(Sc2nnnn2-c2ccccc2)C1=O (centres undefined) | -0.1 | 3 | i | -6 | i | i | i | i | i | i | i
O=C(CN(Cc1ccccc1Cl)S(=O)(=O)c1ccc(Cl)cc1)N/N=C/c1ccc(C(=O)O)cc1 | -0.3 | -5 | i | 20 | i | i | i | i | i | i | i
Cc1noc(C)c1COc1ccc(C(=O)OCC(=O)Nc2ccc3ccccc3c2)cc1 | 0.5 | 1 | i | 12 | i | i | i | i | i | i | i
CCCCNC(=O)NNC(=O)C1CC1(c1ccccc1)c1ccccc1 (centres undefined) | -0.3 | -3 | i | -2 | i | i | i | i | i | i | i
Cc1ccn(Cc2n[nH]c(=S)n2Cc2ccccc2)n1 | -0.2 | 1 | i | 4 | i | i | i | i | i | i | i
CCCCNC(=O)CN1C(=O)NC2(CCCc3ccccc32)C1=O (centres undefined) | 0.1 | 1 | i | -3 | i | i | i | i | i | i | i
Cc1ccc(C2=Nc3c(ccc4ccccc34)C(c3ccncc3)=NN2)cc1 | -0.3 | -6 | i | 0 | i | i | / | i | / | i | /
Cc1csc2nc(CNC(=O)CCC(=O)O)cn12 | -0.2 | -7 | i | 3 | i | i | i | i | i | i | i
COc1ccc(SCC(=O)Nc2ccc(N3CCN(C)CC3)c(F)c2)cc1 | 0.0 | -8 | i | -6 | i | i | i | i | i | i | i
Cc1cccc(/C(N)=N/OC(=O)c2cccs2)c1 | 0.5 | 0 | i | 0 | i | i | i | i | i | i | i
Cn1ncc(Cl)c1C(=O)Nc1ccc(CN2CCCCC2)cc1 | 0.0 | -5 | i | 2 | i | i | i | i | i | i | i
CCN(CC)C(=O)C1CCCN(C/C=C/c2ccccc2)C1 (centres undefined) | 0.1 | 3 | i | -4 | i | i | i | i | i | i | i
Cc1ccccc1C(=O)/C=C1/SCC(=O)N1C | 1.2 | -2 | i | -1 | i | i | i | i | i | i | i
CC1(C)NC(=O)N(CCCOc2ccc3c(c2)CCC3)C1=O | 1.0 | 4 | i | -20 | i | i | i | i | i | / | i
COc1cccc(C(=O)C2CN(c3ccccc3)CC2c2ccc(Cl)cc2)c1 (centres undefined) | -0.2 | 7 | i | 2 | i | i | i | i | i | i | i
Nc1nc(C(F)(F)F)cc(=O)[nH]1 | -0.3 | -6 | i | -1 | i | i | i | i | i | i | i
Cc1ccc(NC(=O)CSc2nccn2Cc2ccco2)c(C)c1 | 1.4 | 9 | i | 1 | i | i | i | i | i | i | i
COc1ccc(CCNC(=O)c2ccccc2C(=O)NCCc2ccc(OC)cc2)cc1 | 0.8 | 0 | i | -8 | i | i | i | i | i | i | i
CCCC(=O)Nc1nnc(SCC(=O)Nc2nc(C)cs2)s1 | -0.2 | 9 | i | -13 | i | i | i | i | i | i | i
Cc1nc(-c2nc(-c3c(C(=O)NNC(=O)Nc4cccc(Cl)c4)noc3C)cs2)cs1 | -0.3 | -1 | i | 0 | i | i | i | i | i | i | i

Assay outcomes (PubChem)
